Screens: PubChem, National Center for Advancing Translational Sciences (NCATS)
p53null 39C kill: kills p53 null cells at the nonpermissive temperature; 0.97% of 55,000 active; AID 904; H1299 p53-null (neo) cells, 39C, ATPlite viability, 24 h; Potency, µM (titrated, usually from 46.1 µM), for inactives: top-dose activity, negative = cell killing, hits mostly cytotoxic;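 note: potency is the fitted concentration of half-maximal effect; 0% = DMSO only and -100% = full killing by 100 µM tamoxifen; nearly all actives have a fitted effect of over 50% in size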
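Cells seeded at 600/well, 37C overnight. Compound added (up to 46 uM), plates shifted to 39C for 24 hr. ATPlite added, luminescence read after 20 min at room temperature.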
B2AR arrestin ag: ADRB2 beta-arrestin recruitment | P07550 | HTLA Tango cells, beta-arrestin recruitment, luciferase luminescence, 18 h | Potency, µM (highest dose often 46.1 µM), without a hit: top-dose activation, hits mostly activators | 44,000 tested, under 10 active;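 note: potency is the fitted concentration of half-maximal effect; 0% = DMSO and full agonism = EC100 isoproterenol or metaproterenol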
Target sequence (P07550 whole entry, looked up): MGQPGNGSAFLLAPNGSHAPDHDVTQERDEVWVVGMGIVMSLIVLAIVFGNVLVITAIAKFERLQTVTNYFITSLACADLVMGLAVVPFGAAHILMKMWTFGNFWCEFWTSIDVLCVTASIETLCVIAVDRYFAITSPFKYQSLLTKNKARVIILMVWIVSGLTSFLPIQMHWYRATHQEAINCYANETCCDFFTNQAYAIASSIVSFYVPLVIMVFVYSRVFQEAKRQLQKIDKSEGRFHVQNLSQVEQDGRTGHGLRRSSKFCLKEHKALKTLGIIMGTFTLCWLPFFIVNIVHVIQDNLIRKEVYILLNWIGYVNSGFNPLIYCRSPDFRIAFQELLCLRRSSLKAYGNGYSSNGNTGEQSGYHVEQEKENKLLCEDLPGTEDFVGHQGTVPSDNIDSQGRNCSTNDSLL
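Tango cells (recombinant beta2-AR, beta-arrestin, tTA-driven luciferase), 1500/well in DMEM 1% FBS, treated 18 h at 37 °C with compounds up to 46 µM; luciferin mix added, luminescence read after 15 min; %activity curves fitted and curve-classed.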
TSG101-PTAP inh: inhibitors of HIV-1 PTAP binding to human TSG101, validation; Q99816; Fluorescence polarization, FITC-PTAP peptide/Tsg101, 20 min; Potency, µM (doses to about 115 µM), for inactives: at the top dose activity change, negative = inhibition, usual class: inhibitors; 44,000 tested, under 10 active; note: potency is the fitted concentration of half-maximal effect; 0% is about no effect
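Fluorescence polarization binding of Tsg101 binding domain (10 uM final) to FITC-labeled PTAP-motif peptide (50 nM final) in HEPES pH 7.5/NaCl/Tween 20/EDTA/TCEP buffer; 20 min at r.t. Actives by curve class, <25 µM, efficacy <60% inhibition.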
NTMT1 inhibitor: blocks human N-terminal methyltransferase 1 activity; 2.5% of 59,000 active; NTMT1 MTase-Glo SAH luminescence, purified enzyme; AID 1645870; Q9BV86; Potency, µM (series often up to 114 µM), without a hit: top-dose activity change, negative = inhibition, hits mostly inhibitors;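 note: potency is the fitted concentration of half-maximal effect; plate controls were DMSO vehicle for no effect and no enzyme for full effect; nearly all actives have a fitted effect of over 65% in size; many of its hits are not listed in these tables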
Target sequence (Q9BV86 whole entry, looked up): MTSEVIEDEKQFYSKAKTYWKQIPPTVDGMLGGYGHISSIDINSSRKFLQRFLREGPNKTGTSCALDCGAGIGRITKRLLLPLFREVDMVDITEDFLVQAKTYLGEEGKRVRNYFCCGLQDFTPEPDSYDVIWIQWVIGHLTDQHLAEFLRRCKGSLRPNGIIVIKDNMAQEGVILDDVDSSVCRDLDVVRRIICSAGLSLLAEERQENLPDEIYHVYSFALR
GALK inh: inhibits human galactokinase | recombinant GALK, Kinase-Glo ATP luminescence, 1 h | Potency, µM (series often up to 57.5 µM), inactives show top-dose activity, negative = inhibition, actives largely listed as inhibitors | 44,000 tested, under 10 active | AID 1347072 | P51570;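 note: plate controls were full GALK reaction for no effect and reaction lacking GALK for full effect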
Target sequence (P51570 whole entry, looked up): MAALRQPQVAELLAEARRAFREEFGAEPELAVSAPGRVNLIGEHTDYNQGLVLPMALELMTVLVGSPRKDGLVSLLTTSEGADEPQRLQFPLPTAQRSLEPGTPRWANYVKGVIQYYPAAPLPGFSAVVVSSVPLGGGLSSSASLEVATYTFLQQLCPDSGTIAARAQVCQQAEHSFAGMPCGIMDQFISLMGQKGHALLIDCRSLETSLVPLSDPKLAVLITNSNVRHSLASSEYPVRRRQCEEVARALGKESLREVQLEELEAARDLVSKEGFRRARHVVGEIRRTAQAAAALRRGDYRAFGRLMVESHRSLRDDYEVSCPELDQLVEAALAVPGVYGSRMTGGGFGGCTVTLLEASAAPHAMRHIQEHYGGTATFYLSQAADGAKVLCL
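Luminescent ATP-depletion readout (Kinase-Glo Plus) after 1 h room-temperature incubation of human GALK (5 nM) with galactose 100 µM and ATP 35 µM, pH 8.0 HEPES/Mg2+ buffer; compounds tested in qHTS format.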
FH mod: Identification of activators of human fumarate hydratase by quantitative high-throughput screening; Fumarate hydratase, mitochondrial (Homo sapiens), P07954; FH coupled MDH/diaphorase resazurin fluorescence, 15 min; Potency, µM (top dose mostly 79.9 µM), for inactives: at the highest dose activity change, negative = inhibition, hits mostly inhibitors; 0.22% of 54,000 active; AID 1347055, 2019; note: potency is the fitted concentration of half-maximal effect; % is set by controls: 0 for no effect and ±100 for the full control effect; the screen sought activators but most active calls are inhibition curves; nearly all actives have a fitted effect of over 45% in size
p53null 32C kill: selectivity test: cytotoxicity in p53 null cells, permissive temperature | H1299-neo p53 null cells, ATP luminescence, 24 h, 32C | Potency, µM (titrated, usually from 46.1 µM), inactives show at the highest dose activity change, negative = cytotoxicity, usual class: cytotoxic | 0.62% of 55,000 active;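 note: potency is the fitted concentration of half-maximal effect; 0% = DMSO only and -100% = full killing by 100 µM tamoxifen; nearly all actives have a fitted effect of over 55% in size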
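ATP-content luminescence in p53-null H1299-neo cells after 24 h compound exposure (up to 46 uM) at 32C permissive temperature; 0% and 100% killing set by DMSO and 100 uM tamoxifen; Hill-equation AC50.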
The depositor's hits bear a star; u = inconclusive; x = no result given; [ ] = another dose, or the depositor's remark. Calls come from the whole dose curve; as a rule, active = well fitted curve in the direction sought with a large enough effect; inconclusive = small, poorly fitted or top-dose-only effect, or another doubt; inactive = no such curve, though single readings can be large; an effect the other way counts as inactive or inconclusive. These rows are one share of the data; the hit share may differ from the screen's.

Values run as follows: FH mod | GALK inh | B2AR arrestin ag | p53null 32C kill | p53null 39C kill | NTMT1 inhibitor | TSG101-PTAP inh
Cc1ccc(CN(C(=O)COc2ccc(Cl)cc2Cl)C2CCS(=O)(=O)C2)o1 (stereo not drawn)
    -19% | 8% | 0% | 4% | -4% | -3% | -16%
O=S(=O)(c1ccccc1)n1nc(-c2ccc(Cl)cc2)nc1NCc1ccc(F)cc1
    u | 2% | 0% | 4% | 5% | -18% | -2%
Cc1noc2ncnc(N3CCN(c4ccccc4F)CC3)c12
    -1% | 1% | 0% | -2% | -13% | -7% | -2%
O=C(Nc1cccnc1Cl)c1cc(-c2ccc(Cl)cc2)on1
    -3% | 6% | 1% | 2% | 5% | -4% | -4%
CCOc1ccc(CCNC(=O)c2ccc(-c3nc(COc4ccc(C)cc4)c(C)o3)cc2)cc1
    13% | -3% | 1% | 0% | -12% | 8% | 1%
CCCN(C(=O)Cc1nc(-c2ccc(OC)cc2)no1)c1ccccc1C
    -23% | 0% | 1% | 3% | -13% | 9% | -14%
CCCc1nn2c(=O)cc(COC(=O)c3cccc(NC(=O)c4cccs4)c3)nc2s1
    u | -1% | 1% | -1% | 29% | u | 2%
CCOC(=O)c1cc(S(=O)(=O)N2CCN(c3ccc(C(C)=O)cc3)CC2)[nH]n1
    -9% | -2% | 1% | -12% | 1% | -2% | 0%
NS(=O)(=O)c1ccc(CCNC(=O)CCCCCn2c(=O)[nH]c3ccccc3c2=O)cc1
    -9% | 0% | -3% | -9% | 11% | 8% | -6%
CCCOc1ccc(NC(=O)CC2C(=O)N(c3ccc(OC)cc3)C(=O)N2CCc2ccncc2)cc1 (stereo not drawn)
    x | 1% | 0% | -5% | 13% | x | -4%
COc1cccc(-n2c(SCC(=O)N3CCCc4ccccc43)nc3c([nH]c4ccccc43)c2=O)c1
    1% | -1% | 0% | -1% | 11% | 0% | -1%
CCOC(=O)c1oc2c(c1C)-c1nn(Cc3c(F)cccc3Cl)cc1CC2
    u | 6% | -4% | -1% | -13% | 2% | 0%
Cc1cn(C)c(CC(=O)Nc2cccc(Cl)c2C)c1C(=O)O
    -15% | -1% | -3% | -10% | -5% | 14% | 1%
CCCNC(=O)c1ccc2c(c1)N=C(CCC)c1ccccc1S2
    u | 4% | 0% | -7% | u | -4% | 1%
O=C(NCc1cccn1Cc1ccccc1)Nc1cccc(C(F)(F)F)c1
    -12% | 4% | 0% | 2% | -1% | -9% | 0%
Cc1ccccc1NC(=O)c1sc2nc3c(cc2c1N)CN(Cc1ccccc1)CC3
    24% | 6% | 1% | -8% | 10% | 7% | -4%
CN1CCN(c2ncnc3c2cnn3-c2cccc(Cl)c2)CC1
    -6% | 1% | -1% | -16% | 2% | -5% | -4%
Cc1cc(C)c2c(CC(=O)Nc3cc(C(F)(F)F)ccc3Cl)coc2c1
    1% | -1% | 0% | 1% | 7% | -7% | 2%
Cc1c(C(=O)OCc2ccccc2)[nH]c2c1C(=O)CC(c1ccc(N(C)C)cc1)C2 (stereo not drawn)
    0% | -1% | -2% | -6% | -16% | 12% | 2%
Cc1ccc2c(c1)c(=O)c(S(=O)(=O)c1ccc(C)c(C)c1)cn2CC(=O)Nc1ccccc1
    -18% | -1% | -1% | -3% | -2% | 9% | 0%
O=C(Nc1ccc2oc(-c3ccc4ccccc4c3)nc2c1)c1cc(Cl)ccc1Cl
    3% | -22% | -2% | 2% | 1% | 18% | 5%
CCOc1ccc(C(=O)Oc2c(Sc3ccccc3)c(C)nn2C(C)(C)C)cc1OCC
    -22% | 4% | 1% | 19% | -14% | -1% | 7%
CCc1ccc(NS(=O)(=O)c2ccc(NC(=O)N3CCCC3)cc2)cc1
    -3% | 2% | 0% | 0% | 25% | 7% | 1%
CC(=O)NC(C)c1nc2ccccc2n1Cc1ccccc1Cl (stereo not drawn)
    2% | 2% | -3% | -3% | -16% | 13% | -6%
CCN(c1ccccc1)S(=O)(=O)c1c(C)nc2scc(C)n2c1=O
    x | -11% | 1% | -1% | -10% | x | 5%
CC1CCN(S(=O)(=O)c2ccc3c(c2)N(CC(=O)NCCCN2CCCCC2)C(=O)CS3)CC1
    -3% | -3% | -1% | -7% | 18% | u | 2%
Cn1nnnc1SCCNCc1ccc(OCc2ccccc2Cl)cc1
    -9% | 1% | 0% | u | -14% | -20% | -14%
CCc1ccccc1NC(=O)CC1Sc2ccc(C(F)(F)F)cc2NC1=O (stereo not drawn)
    -4% | u | 0% | -4% | -10% | 1% | -3%
COc1ccc(CNC(=O)CCc2nc(-c3ccc(C)cc3)no2)c(OC)c1
    -9% | -8% | -2% | 7% | -4% | 15% | -2%
Cc1cc(C)cc(-n2c(SCC(=O)Nc3ccccc3F)nc3c(oc4ccccc43)c2=O)c1
    -9% | 1% | 0% | 1% | 1% | -15% | -4%
CCN1CCC(N(Cc2ccc(F)cc2)C(=O)Nc2ccc(C)c(F)c2)CC1
    -19% | 1% | -1% | -14% | u | 0% | 1%
COc1ccc(-c2nc3scc(CCNS(=O)(=O)c4ccc(F)cc4F)n3n2)cc1OC
    -15% | 0% | -3% | -3% | 6% | -4% | 0%
CN(C)c1ccc(CNC(=O)c2cc3ccccn3n2)cc1
    x | 0% | 1% | -6% | 9% | x | 1%
COc1cccc(CNC(=O)c2nc(Cn3nc(C)c(Br)c3C)no2)c1
    3% | 0% | 0% | -10% | 14% | -15% | -2%
CC(=O)N1c2ccc(S(=O)(=O)NCC3CCC(C(=O)Nc4ccc(C)cc4)CC3)cc2CC1C (stereo not drawn)
    u | 1% | 0% | 3% | -20% | 5% | 5%
Cc1ccc(-c2c3c(=O)n(C)c(=O)n(C)c3c3c(C)nc4ccccc4n23)cc1
    -2% | 3% | 1% | 3% | -9% | -2% | -5%
CCOc1ccc(CNC(=O)CCc2cn(CC)c3ccccc23)cc1
    -3% | 1% | 0% | -1% | -23% | 2% | -1%
Cc1ccc(NS(=O)(=O)c2ccc3[nH]c4c(c3c2)CCCCC4)cc1
    u | -2% | 0% | 37%[activator] | u | -14% | -7%
Cc1cccc(C(=O)Nc2ccc3nc(SCCOc4ccccc4)sc3c2)c1
    -4% | -2% | -4% | -10% | -1% | 15% | -1%
CCOC(=O)c1c(C)[nH]c(CCC(=O)NCc2cccc(OC)c2)c1C
    -1% | 4% | -1% | -3% | -19% | 14% | -4%
O=C1C(c2ccc(F)cc2)N(Cc2ccccc2Cl)C(=O)CN1C1CCCCC1 (stereo not drawn)
    -2% | 0% | 1% | -12% | 14% | 6% | -4%
Cc1cc(C)cc(-n2ccnc2SCC(=O)Nc2ccc(C)cc2C)c1
    -33% | 4% | 1% | 67%[activator] | -3% | u | 6%
O=C(NCc1ccccc1Cl)c1ccc(NC(=O)N2CCSc3ccccc32)cc1
    9% | -4% | -2% | -3% | -4% | -10% | -1%
CCOc1ccccc1CNC(=O)c1ccc(NC(=O)N2CC(C)Sc3ccccc32)cc1 (stereo not drawn)
    -20% | -12% | -2% | 7% | -6% | -2% | 3%
COc1ccccc1-c1cc(C(=O)Nc2sc3c(c2C#N)CCCC3)no1
    -6% | 6% | 0% | -6% | 0% | -17% | 1%
COc1ccc(C(c2c(C)n(C)n(-c3ccccc3)c2=O)c2c(C)n(C)n(-c3ccccc3)c2=O)cc1O
    -16% | 2% | -2% | 21% | 24% | 5% | -1%
Cc1cccc(CCNC(=O)C2CCC(CNS(=O)(=O)c3c(C)cc(C)cc3C)CC2)c1 (stereo not drawn)
    u | 3% | 4% | 27% | 31%[activator] | -1% | 2%
Cc1cccc(Cn2cnc3c(cnn3-c3ccc(Cl)cc3)c2=O)c1
    -16% | 3% | -3% | -7% | 5% | 4% | 0%
O=C(CCCCn1c(=O)c2ccccc2n(Cc2ccc(Cl)cc2)c1=O)NCc1ccccc1Cl
    -2% | -1% | 0% | 1% | -16% | u | -8%
O=C(CSc1nc2c([nH]c3ccccc32)c(=O)n1-c1cccc(Cl)c1)NCc1ccccc1
    -2% | 0% | -1% | -2% | -10% | u | 0%
COc1ccc(-n2ncc3c2ncn2nc(-c4ccc(OC)c(OC)c4)nc32)cc1
    3% | 9% | -1% | -4% | 6% | -3% | -1%
Cc1cccc(C)c1NC(=O)CN1C(=O)c2cccc3cccc1c23
    0% | 2% | -2% | -16% | -4% | u | -4%
Cc1ccc(S(=O)(=O)c2cn(CC(=O)Nc3ccc(Cl)cc3)c3ccc(F)cc3c2=O)cc1C
    -9% | 6% | 1% | 23% | 10% | 11% | -2%
Cn1nnnc1SCCCNCc1cc(Br)ccc1OCc1ccccc1F
    -14% | -11% | -4% | -12% | -20% | -18% | -1%
COc1ccc2c(c1)CCc1c(C(=O)Nc3ccc(OC)cc3OC)noc1-2
    2% | -1% | -1% | 1% | -10% | 15% | -5%
Cc1cccc(-c2nc3c4ccccc4n(Cc4cccc(Cl)c4)c(=O)n3n2)c1
    -13% | -3% | -2% | -5% | -8% | 15% | -4%
CCOc1cc(/C=C(\C#N)C(=O)Nc2ccc(C)cc2)ccc1OCc1cc(=O)n2nc(CC)sc2n1
    -1% | -9% | 0% | -6% | -4% | -6% | -4%
COc1ccc(NC(=O)C2CCN(S(=O)(=O)c3cc(-c4noc(C)n4)ccc3C)CC2)cc1
    -3% | 3% | -3% | -10% | 8% | 9% | 1%
COc1ccccc1NCc1cccn1-c1nnc(N2CCCCCC2)s1
    -15% | 1% | -1% | -17% | -13% | -1% | 0%
Cc1ccc(CNC(=O)c2ccc(Cn3c(SCc4ccc(F)cc4)nc4cccnc43)cc2)o1
    u | 12% | -1% | u | u | -21% | -5%

New compounds follow
Values run as follows: FH mod | GALK inh | B2AR arrestin ag | p53null 32C kill | p53null 39C kill | NTMT1 inhibitor | TSG101-PTAP inh
CCn1cc(C(=O)N2CCN(c3ccccc3OC)CC2)c(=O)c2cc(S(=O)(=O)N3CCC(C)CC3)ccc21
    -4% | -1% | 1% | 13% | -15% | -1% | -6%
CC1=C(C(=O)Nc2ccccc2)C(c2ccc(O)cc2)n2nc(-c3ccc(Cl)cc3)nc2N1 (stereo not drawn)
    -6% | -3% | 6% | 16% | -13% | -2% | 3%
CCc1cnc2c(c1SCC(=O)Nc1ccc(C(=O)OC)cc1)c(=O)n(C)c(=O)n2C
    -6% | -5% | -1% | 1% | -2% | 19% | 1%
CCOC(=O)c1cc2c(=O)n3ccccc3nc2n(CCOC)c1=NC(=O)C(C)(C)Oc1ccc(Cl)cc1
    5% | 0% | 1% | 1% | 1% | -3% | -2%
COc1ccc(CCNc2nc3cc(OC)c(OC)cc3c3nc(-c4cccnc4)nn23)cc1OC
    -13% | -3% | 0% | -2% | -3% | 2% | 0%
CN(Cc1ccccc1)S(=O)(=O)c1nnc(NC(=O)c2ccccc2)s1
    -2% | -13% | -1% | 5% | -1% | 0% | -2%
